ELG1 repair inh: qHTS screen for small molecules that inhibit ELG1-dependent DNA repair in human embryonic kidney (HEK293T) cells expressing luciferase-tagged ELG1. HEK293T ELG1-luciferase reporter, luminescence, 16 h; DNA damage induced by 5-fluorouridine. hit rate 2.3% among 330,000. Potency, µM (highest dose often 46.1 µM), without a hit: at the highest dose activity change, negative = inhibition, actives largely listed as inhibitors; note: potency is the fitted concentration of half-maximal effect; % is set by controls: 0 for no effect and ±100 for the full control effect; nearly all actives have a fitted effect of over 55% in size
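DMSO vehicle served as the neutral condition. Each well held 2,000 cells given 5-fluorouridine plus compound; after 16 hr at 37 °C/5% CO2, ONE-Glo was added and luciferase measured 30 min later.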
TRPV1 ag: HTS Assay for Compounds that Act as Agonists of the Vanilloid Receptor 1 | Transient receptor potential cation channel subfamily V member 1 (Homo sapiens), Q8NER1 | TRPV1-expressing cells, Fluo-8 calcium influx, agonist mode | activation, % at 8.33 µM | hit rate 0.19% among 320,000 | AID 540275, 2011; in the data active = activation above about 80%; inconclusive = between about 30% and that limit; note: 0% is about no effect
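Cells expressing TRPV1 were dye-loaded with Fluo-8 and read kinetically: 10 s baseline, 3 min after compound (agonist portion), then 2 min after EC20 capsaicin (allosteric enhancer portion). Calcium-bound dye fluorescence at 480/520 nm.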
Integrin act MD: qHTS for Activators of Integrin-Mediated Alleviation for Muscular Dystrophy. Potency, µM (highest dose often 38.3 µM), without a hit: at the highest dose activation, hits mostly activators. alpha7betagal myoblasts, beta-gal FDG fluorescence, 48 h. hit rate 0.064% among 350,000;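 note: potency is the fitted concentration of half-maximal effect; 100% = response of the positive control SU9516; nearly all actives have a fitted effect of over 60% in size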
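alpha7betagal+/- myoblasts (passage 13, 250/well) treated 48 h at 37C with compounds at 1:260 dilution of DMSO stock. Lysed, then beta-galactosidase activity read as FDG fluorescence (ex 480/em 540) after 30 min, with pre-read for autofluorescence.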
A-T KAP1 phos: qHTS Assay for Identifying a Potential Treatment of Ataxia-Telangiectasia; […] A-T fibroblasts, KAP-1 phosphorylation AlphaLISA; neocarzinostatin DNA damage 30 min before lysis; Potency, µM (highest dose often 57.5 µM), inactives show at the top dose activation, actives largely listed as activators; hit rate 0.19% among 320,000; note: potency is the fitted concentration of half-maximal effect; % of control where 0% means no effect; nearly all actives have a fitted effect of over 45% in size
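hTERT-immortalized A-T patient fibroblasts ([…]), 500 cells/well in OPTI-MEM, 1% FBS, got compounds for 60 min, then NCS for 30 min at 37C. Lysates were then assayed for phospho-KAP-1 by AlphaLISA (anti-pKAP1 donor, anti-KAP1 acceptor beads), 6 hr at 25C.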
PTAP TSG101 blk: qHTS Assay for Iinhibitors of HIV-1 Budding by Blocking the Interaction of PTAP/TSG101; Tumor susceptibility gene 101 protein (Homo sapiens), Q99816; Fluorescence polarization, FITC-PTAP peptide / Tsg101 binding; Potency, µM (doses to about 115 µM), inactives show at the top dose activity change, negative = inhibition, hits mostly inhibitors; 340,000 tested, under 10 active; active = well fitted inhibition curve with a large enough effect in the main read-out, with a control signal flat, not every such curve was filed as active; inconclusive = small, poorly fitted or top-dose-only effect, or effect the other way, or a change in a side signal; inactive = no such curve, though single readings can be large or run the other way; note: potency is the fitted concentration of half-maximal effect; % of control where 0% means no effect
Target sequence (Q99816 whole entry, looked up): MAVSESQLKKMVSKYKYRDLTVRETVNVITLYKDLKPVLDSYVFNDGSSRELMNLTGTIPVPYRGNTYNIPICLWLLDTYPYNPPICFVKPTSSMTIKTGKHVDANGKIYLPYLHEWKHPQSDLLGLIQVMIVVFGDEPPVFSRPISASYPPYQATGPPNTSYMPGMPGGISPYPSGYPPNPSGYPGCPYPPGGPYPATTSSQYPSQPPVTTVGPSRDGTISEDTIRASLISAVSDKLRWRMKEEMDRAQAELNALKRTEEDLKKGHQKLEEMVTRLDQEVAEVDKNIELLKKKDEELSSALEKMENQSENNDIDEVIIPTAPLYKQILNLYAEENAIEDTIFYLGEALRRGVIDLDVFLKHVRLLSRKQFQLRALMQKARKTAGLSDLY
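Compounds were pin-transferred onto Tsg101 binding domain (10 uM final) in HEPES pH 7.5 buffer, then FITC-PTAP peptide was added at 50 nM final. After 20 min at RT, polarization reported peptide displacement across a qHTS concentration series.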
BRCA1 expr up: qHTS Assay to Identify Small Molecule Activators of BRCA1 Expression; MCF7-BRCA1-FFLuc reporter, luminescence, 48 h; response scale: scaled: vehicle 0%, 10 µM genistein 100%; Potency, µM (titrated, usually from 46.1 µM), without a hit: top-dose activation, hits mostly activators; hit rate 1.1% among 380,000; note: potency is the fitted concentration of half-maximal effect; nearly all actives have a fitted effect of over 80% in size; some results filed as inactive show a strong effect at the top dose
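48 h compound treatment of MCF7-BRCA1-FFLuc cells (phenol-red free MEM, 37 °C), then 15 min with luciferase substrate and luminescence imaging.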
TCR activator: Activators of T cell receptors: qHTS campaign | 330,000 tested, under 10 active | primary human leukocytes, anti-CD3, IL-2 HTRF, 48 h | AID 504894, 2011 | Potency, µM (top dose mostly 9.22 µM), for inactives: top-dose activation of IL-2 secretion, usual class: activators; note: % of control where 0% means no effect
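Primary human leukocytes receive a-CD3 beads and test compound and are incubated 48 hr. Secreted IL-2 is then assayed by HTRF, measuring 665nm acceptor emission after 320nm excitation of the europium donor.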
MLL CXXC-DNA inh: qHTS Fluorescence Polarization Assay for Inhibitors of MLL CXXC domain - DNA interaction. MLL-CXXC / FITC-HOXA9 DNA fluorescence polarization. Potency, µM (top dose mostly 115 µM), inactives show at the top dose activity change, negative = inhibition, hits mostly inhibitors. hit rate 0.037% among 290,000. AID 2662, 2010; active = well fitted inhibition curve with a large enough effect in the polarisation, with a control signal flat, not every such curve was filed as active; inconclusive = small, poorly fitted or top-dose-only effect, or effect the other way, or a change in a side signal; inactive = no such curve, though single readings can be large or run the other way; the % refers to the polarisation; note: potency is the fitted concentration of half-maximal effect
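Steps: dispense CXXC domain solution (7 uM) → pin compounds or unlabeled HOX-A9 DNA control → 5 min ambient → add FLSN-HOX-A9 solution (50 nM) → spin → 30 min ambient → fluorescence polarization. Tris pH 7.5/NaCl/DTT/BSA buffer.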
B2AR arrestin: qHTS assay of beta-arrestin-biased ligands of beta2-adrenergic receptor; Beta-2 adrenergic receptor (Homo sapiens), P07550; beta-arrestin recruitment to beta2AR, cell-based reporter; Potency, µM (series often up to 46.1 µM), for inactives: at the top dose activation, hits mostly activators; hit rate 0.02% among 330,000; AID 492947, 2010;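 note: potency is the fitted concentration of half-maximal effect; 0% = DMSO controls and full agonism = EC100 isoproterenol or metaproterenol; nearly all actives have a fitted effect of over 65% in size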
Target sequence (P07550 whole entry, looked up): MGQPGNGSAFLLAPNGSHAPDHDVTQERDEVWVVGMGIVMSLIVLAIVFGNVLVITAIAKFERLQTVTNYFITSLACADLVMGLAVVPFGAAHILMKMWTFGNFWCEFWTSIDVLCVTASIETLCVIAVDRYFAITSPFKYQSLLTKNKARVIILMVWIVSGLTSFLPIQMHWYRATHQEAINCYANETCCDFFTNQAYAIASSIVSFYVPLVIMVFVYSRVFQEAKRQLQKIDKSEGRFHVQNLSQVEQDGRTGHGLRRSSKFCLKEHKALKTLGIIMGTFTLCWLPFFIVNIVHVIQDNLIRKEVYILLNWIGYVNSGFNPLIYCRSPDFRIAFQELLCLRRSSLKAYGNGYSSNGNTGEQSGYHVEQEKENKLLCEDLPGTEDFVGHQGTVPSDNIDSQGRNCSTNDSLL
p53 reactivator: qHTS assay for re-activators of p53 using a Luc reporter; hit rate 0.063% among 320,000; Potency, µM (doses to about 92.2 µM), for inactives: at the highest dose activity change, positive = activation, hits mostly activators; H1299 p53-A138V BP100-luciferase reporter, luminescence, 24 h; AID 504706, 2011; note: potency is the fitted concentration of half-maximal effect; % of control where 0% means no effect; nearly all actives have a fitted effect of over 45% in size
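H1299 (p53-null), stable ts p53-A138V + BP100-Luc; 1000 cells/well, Opti-MEM/10% FBS; cpd 4 pt, 1:5; 24 h, 37 deg C, 5% CO2; detection reagent 10 min RT; luminescence.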
* = called active by the depositor; u = inconclusive; x = not tested or not shown; & = joins results of further samples; [ ] = another dose, or the depositor's remark. Unless noted, calls come from the whole dose curve; as a rule, active = well fitted curve in the direction sought with a large enough effect; inconclusive = small, poorly fitted or top-dose-only effect, or another doubt; inactive = no such curve, though single readings can be large; an effect the other way counts as inactive or inconclusive.

entry	Compound	MLL CXXC-DNA inh	ELG1 repair inh	TRPV1 ag	PTAP TSG101 blk	Integrin act MD
1	COc1ccc(C(=O)NC(=S)Nc2ccc3[nH]c(=O)[nH]c3c2)c(OC)c1	2%	u	6	-4%	-26%
2	CCCn1c(=O)c2c(nc3n2CCCN3CCc2ccc(OC)c(OC)c2)n(C)c1=O	-15%	u	15	-2%	-13%
3	COc1ccc(C)cc1NC(=O)c1ccc(S(=O)(=O)N2CCCCC2)cc1	-15%	-23%	-1	-1%	7%
4	O=C1CC2(CCCCC2)Oc2ccc(O)cc21	-2%	2%	-3	-7%	20%[7.66 µM]
5	NS(=O)(=O)c1ccc(NC(=O)COC(=O)c2cccc(S(=O)(=O)N3CCCC3)c2)cc1	-2%	1%	3	-2%	u
6	Cc1ccc(CNS(=O)(=O)c2ccc(-c3cnc(C4CC4)o3)cc2)cc1	6%	-1%	6	-1%	-14%
7	O=C(CN1CCC(n2nnc3cc(C(F)(F)F)ccc32)CC1)NNC(=O)c1ccco1	2%	-4%	2	-2%	-33%
8	COc1ccc(OCCSc2nc(N)cc(N)n2)cc1	10%	u	-4	-3%	19%
9	Cc1cc2nnc(SCC(=O)NCc3cccs3)n2c2ccccc12	-4%	x	-2	0%	-11%
10	CCOc1cc(/C=N\NC(=O)CN2CCOCC2)ccc1OCc1ccc(F)cc1	-1%	-7%	2	2%	18%
11	CC1CC(C)CN(CCCNC(=O)CC2Oc3ccccc3NC2=O)C1 (centres undefined)	1%	3%	0	-2%	0%
12	C=CCn1c(C)cc(C(=O)COC(=O)c2cncc(Br)c2)c1C	x	u	17	0%	-3%

entry	BRCA1 expr up	TCR activator	A-T KAP1 phos	B2AR arrestin	p53 reactivator
1	57%	-25%	1%	0.0%	15%
2	-15%	-2%	58%	-0.6%	1%
3	-18%	2%	-2%	-0.5%	-3%
4	-2%	3%	-1%	-0.8%	5%
5	-2%	-3%	23%	0.2%	1%
6	-11%&-9%	-4%	8%	-0.8%	-9%
7	14%	-2%	-1%	-0.7%	-2%
8	11µM*	-4%	4%	-0.5%	18%
9	-3%[1.84 µM]	-12%	x	x	x
10	2%	2%[46.1 µM]	15%	-0.8%	-4%
11	-6%	-3%	-1%	-0.1%	0%
12	u	0%	-12%	-0.1%	u

Compound profiles, from the list above. Values in the order: MLL CXXC-DNA inh	ELG1 repair inh	TRPV1 ag	PTAP TSG101 blk	Integrin act MD	BRCA1 expr up	TCR activator	A-T KAP1 phos	B2AR arrestin	p53 reactivator
Shown for `COc1ccc(C(=O)NC(=S)Nc2ccc3[nH]c(=O)[nH]c3c2)c(OC)c1` : 2%	u	6	-4%	-26%	57%	-25%	1%	0.0%	15%
Shown for `CC1CC(C)CN(CCCNC(=O)CC2Oc3ccccc3NC2=O)C1` (centres undefined) : 1%	3%	0	-2%	0%	-6%	-3%	-1%	-0.1%	0%
Shown for `Cc1ccc(CNS(=O)(=O)c2ccc(-c3cnc(C4CC4)o3)cc2)cc1` : 6%	-1%	6	-1%	-14%	-11%&-9%	-4%	8%	-0.8%	-9%

Continued:
entry	Compound	MLL CXXC-DNA inh	ELG1 repair inh	TRPV1 ag	PTAP TSG101 blk	Integrin act MD
13	Cc1nc(NC(=O)COc2ccc(Cl)cc2)sc1C(=O)N(C)C	4%	6%	-4	x	x
14	COc1cccc(CNC(=O)C2CCCN(S(=O)(=O)c3cnc[nH]3)C2)c1 (centres undefined)	-11%	1%	-3	5%	-50%[inhibitor]
15	CCn1c(=O)cc(SCC(=O)N2CCCCC2)c2ccccc21	2%	u	4	-1%	34%
16	Cc1cc(C)c2nc(SC(C)C#N)cc(C)c2c1 (centres undefined)	2%	-10%	u	0%	-12%
17	Cc1ccc(S(=O)(=O)N(C)c2ccc(C(=O)N3CCC(C(N)=O)CC3)cc2)cc1	18%	x	5	-8%	19%
18	CCn1nc(C(=O)Nc2cccc(S(=O)(=O)N3CCCC3)c2)c2ccccc2c1=O	x	u	4	-10%	-18%
19	COc1ccc2nc(/N=C\N(C)C)sc2c1	-5%	u	1	3%	-7%
20	COc1ccccc1C/C(N)=N/OC(=O)c1cccc([N+](=O)[O-])c1C	11%	23µM*	9	2%	30%
21	Cc1cc(=O)oc2cc(NC(=O)C(C)N3C(=O)C4CCCCC4C3=O)ccc12 (centres undefined)	x	-1%	-2	-1%	-3%
22	O=C(O)c1ccc(NS(=O)(=O)c2ccc(Cl)c(C(=O)Nc3ccccc3[N+](=O)[O-])c2)cc1	-8%	-11%	3	-5%	1%
23	COC(=O)c1ccccc1Nc1cc(C)nc2nc(C)nn12	-6%	15%	0	-3%	7%
24	O=C(N/C(=C\c1ccco1)C(=O)N1CCCC(CO)C1)c1ccccc1 (centres undefined)	-2%	0%	1	0%	8%

entry	BRCA1 expr up	TCR activator	A-T KAP1 phos	B2AR arrestin	p53 reactivator
13	x	-9%[46.1 µM]	4%	-0.1%	3%
14	17%	0%	0%	0.2%	-4%
15	-55%	2%	-2%	-0.8%	-16%
16	-31%	4%	5%	0.1%	1%
17	-11%	10%	x	x	x
18	-22%	5%	1%	-0.3%	-10%
19	71%	x	8%	-0.6%	u
20	-7%	-7%[46.1 µM]	8%	-0.1%	-16%
21	-13%	3%	-1%	0.1%	-9%
22	0%	-4%	5%	-0.5%	x
23	4%	-2%	25%	-1.0%	7%
24	41%	3%	5%	-0.3%	0%

Next compounds.
entry	Compound	MLL CXXC-DNA inh	ELG1 repair inh	TRPV1 ag	PTAP TSG101 blk	Integrin act MD
25	Cc1ccc(-n2ncc3c2CCCC3NC(=O)c2ccccc2N2CCOCC2)cc1C (centres undefined)	-5%	-9%	-1	-10%	-7%
26	CCOc1ccc(C(=O)NCC(=O)N2CCC3CCCCC3C2)cc1OCC (centres undefined)	-14%	2%	8	1%	-25%
27	COc1ccccc1CNC(=O)COC(=O)c1ccc2c(=O)n3c(nc2c1)CCCCC3	x	u	5	-1%	16%
28	Cc1cc(NC(=O)CSc2ncnc3c2cnn3-c2cccc(Cl)c2)no1	-3%	4%	-3	-6%	3%
29	O=C(CN1C(=O)CSCC1=O)NCc1ccc(F)cc1	1%	13%	1	-1%	-14%
30	CCc1ccc(N2CC(C(=O)OCC(=O)NNC(=O)c3ccccc3)CC2=O)cc1 (centres undefined)	x	0%	0	-3%	-6%
31	CCOC(=O)c1cc2sc(C)cc2n1C(C)C(=O)OCC (centres undefined)	5%	1%	19	-1%	10%
32	CCC[N+](CC#Cc1ccccc1)(CCC)CC(=O)OC	1%	20%	-2	-3%	1%
33	COc1ccccc1CNC(=O)c1cc(-c2cccnc2)nc2ccccc12	4%	u	4	0%	-9%
34	O=C1/C(=C/c2ccco2)CCc2ccccc21	4%	u	24	1%	-10%
35	CCOc1ccccc1NC(=O)CSc1nnc(-c2ccccn2)n1Cc1ccco1	-12%	24%	0	-1%	-36%
36	CC(C)CNC(=O)c1cccc(NC(=O)c2ccc3c(c2)C(=O)N(C)C3=O)c1	-8%	-3%	15	-6%	41%
37	NC(=O)c1ccccc1NC(=O)CS(=O)(=O)Cc1ccccc1	-13%	-14%	-7	4%	16%

entry	BRCA1 expr up	TCR activator	A-T KAP1 phos	B2AR arrestin	p53 reactivator
25	-13%	-3%	9%	0.3%	-17%
26	-15%	7%	-6%	0.4%	-2%
27	16%	-1%	-6%	-0.1%	15%
28	-16%	-3%	0%	0.0%	0%
29	-13%	1%[46.1 µM]	4%	-0.3%	6%
30	-10%	-6%	-8%	0.3%	0%
31	5%	0%	20%	-0.2%	1%
32	-16%	2%[46.1 µM]	4%	0.1%	-3%
33	-41%	5%	-1%	-0.3%	-1%
34	36%	1%[46.1 µM]	-9%	1.3%	u
35	0%	-1%	11%	0.9%	-8%
36	4%	x	0%	-0.6%	x
37	1%	-1%	12%	0.4%	-4%

Bioassay records from PubChem.
